POLK inh – DNA polymerase kappa (human) inhibition. Potency, µM (titrated, usually from 107 µM), for the others: at the highest dose activity, negative = inhibition, most hits filed as inhibitors. purified Pol kappa, fluorescent DNA synthesis assay, 10 min. Q9UBT6. 0.53% of 400,000 active. AID 588579; also: potency is read from the fitted curve at half-maximal effect; % is scaled to controls: 0 for no effect and ±100 for the full control effect
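50 nM final substrate added after 15 min RT preincubation of 10 nM Pol kappa with compound; fluorescence read at 0 and 10 min.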
POLI inh – DNA polymerase iota (human) inhibition. Potency, µM (doses to about 115 µM), for inactives: at the top dose activity, negative = inhibition, hits mostly inhibitors. Q9UNA4. AID 588590. 1% of 390,000 active. Pol iota fluorescent replication assay, 10 min; also: potency is read from the fitted curve at half-maximal effect
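Fluorescent replication assay read twice, at 0 min and 10 min after adding 50 nM (final) substrate. Enzyme (10 nM) and compounds were first incubated 15 min at room temperature; enzyme-free buffer wells were negative controls.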
POLB inh – blocks human DNA polymerase beta activity. Potency, µM (doses to about 114 µM), for the others: top-dose activity change, negative = inhibition, actives largely listed as inhibitors. 1.3% of 340,000 active. Pol beta primer extension/strand displacement, fluorescence kinetic. P06746; also: potency is read from the fitted curve at half-maximal effect; % is scaled to controls: 0 for no effect and ±100 for the full control effect
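Human Pol beta at 10 nM; strand-displacement substrate 50 nM final. Compound exposure 15 min at room temperature before start, reaction 10 min at room temperature.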
RXFP1 antagonist – antagonists of human relaxin receptor RXFP1 | Q9HBX9 | HEK293-RXFP1, relaxin-stimulated cAMP HTRF, 30 min; hits give low values | activity change, negative = inhibition, % at 57.5 µM | 0.59% of 350,000 active;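 active = activity change of -60% or lower, but not beyond a set lower limit; inconclusive = change between -60% and -40%, or beyond the set limit; inactive = change above -40%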; also: % is scaled to controls: 0 for no effect and ±100 for the full control effect
Target sequence (Q9HBX9 whole entry, looked up): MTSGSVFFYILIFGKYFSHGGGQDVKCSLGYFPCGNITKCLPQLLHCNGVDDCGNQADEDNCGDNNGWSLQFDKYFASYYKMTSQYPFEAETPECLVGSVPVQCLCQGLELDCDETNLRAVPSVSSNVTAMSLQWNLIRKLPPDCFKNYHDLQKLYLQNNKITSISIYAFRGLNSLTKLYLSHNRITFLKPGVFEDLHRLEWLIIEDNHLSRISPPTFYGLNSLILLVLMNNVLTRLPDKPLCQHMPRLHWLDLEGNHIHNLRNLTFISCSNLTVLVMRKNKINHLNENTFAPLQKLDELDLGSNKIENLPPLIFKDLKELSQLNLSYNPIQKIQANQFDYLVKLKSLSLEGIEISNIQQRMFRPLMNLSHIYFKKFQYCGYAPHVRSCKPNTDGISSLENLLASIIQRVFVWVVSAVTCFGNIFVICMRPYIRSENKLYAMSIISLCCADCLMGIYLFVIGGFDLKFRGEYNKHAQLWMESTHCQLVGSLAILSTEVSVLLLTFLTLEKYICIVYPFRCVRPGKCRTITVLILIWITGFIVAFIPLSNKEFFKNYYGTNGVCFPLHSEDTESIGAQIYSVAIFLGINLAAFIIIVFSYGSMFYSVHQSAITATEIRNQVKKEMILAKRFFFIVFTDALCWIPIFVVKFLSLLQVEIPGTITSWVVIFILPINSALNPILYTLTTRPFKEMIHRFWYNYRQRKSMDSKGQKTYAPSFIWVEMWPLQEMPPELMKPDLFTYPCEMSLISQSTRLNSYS
Pol eta inh – blocks human DNA polymerase eta activity; recombinant Pol eta, fluorescent DNA replication assay; Potency, µM (doses to about 114 µM), inactives show at the top dose activity change, negative = inhibition, most hits filed as inhibitors; 1.2% of 390,000 active; AID 588591; also: potency is read from the fitted curve at half-maximal effect; % is scaled to controls: 0 for no effect and ±100 for the full control effect
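Pol eta at 10 nM preincubated with compounds 15 min at room temperature; reaction started with fluorescent substrate (50 nM final) and read kinetically at 0 and 10 min.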
APE1 inh – APE1 (human) endonuclease inhibition. P27695. recombinant APE1, TAMRA/BHQ-2 abasic DNA cleavage fluorescence. Potency, µM (highest dose often 65.8 µM), for the others: at the top dose activity change, negative = inhibition, most hits filed as inhibitors. 0.35% of 350,000 active. AID 2517;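 also: potency is read from the fitted curve at half-maximal effect; plate controls were vehicle for no effect and reference inhibitor for full effect; nearly all actives have a fitted effect of over 55% in size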
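Enzyme (0.75 nM final) and test compound are incubated 15 min at room temperature before adding 50 nM quenched THF abasic-site duplex. Cleavage dequenches TAMRA, followed at 525/598 nm over three reads one minute apart.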
BLM helicase inh – Bloom syndrome helicase (human) inhibition; P54132; recombinant BLM DNA unwinding, fluorescence dequenching; Potency, µM (series often up to 56.1 µM), for the others: top-dose activity change, negative = inhibition, most hits filed as inhibitors; 0.2% of 350,000 active;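 also: potency is read from the fitted curve at half-maximal effect; plate controls were vehicle for no effect and no enzyme for full effect; nearly all actives have a fitted effect of over 35% in size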
Anesthetic bind – binds horse apoferritin like a general anesthetic. apoferritin/1-aminoanthracene competitive binding, fluorescence. Potency, µM (doses to about 77.5 µM), without a hit: at the highest dose activity change, negative = displacement, most hits filed as inhibitors. 0.074% of 350,000 active; also: potency is read from the fitted curve at half-maximal effect; % is scaled to controls: 0 for no effect and ±100 for the full control effect; nearly all actives have a fitted effect of over 20% in size
Target sequence (P02791 2-175 limits assumed): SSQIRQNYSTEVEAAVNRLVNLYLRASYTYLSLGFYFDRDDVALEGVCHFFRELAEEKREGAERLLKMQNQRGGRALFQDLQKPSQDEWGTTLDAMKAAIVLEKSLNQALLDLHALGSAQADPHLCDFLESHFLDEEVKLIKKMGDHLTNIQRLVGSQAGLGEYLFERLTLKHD
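Horse-spleen apoferritin (10 uM) in 50% saturated 1-aminoanthracene in PBS was incubated 10 min at room temperature with compound. Fluorescence (ex 380, em 535 nm) was normalized to free and bound 1-AMA, with concentration-response fitted by a four-parameter Hill equation.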
Tb PGK inh – T. brucei PGK inhibition | Potency, µM (titrated, usually from 57.5 µM), without a hit: at the top dose activity change, negative = inhibition, hits mostly inhibitors | P07378 | AID 602233 | 0.043% of 380,000 active | PGK/GAPDH coupled, Kinase-Glo luminescence, 60 min; also: potency is read from the fitted curve at half-maximal effect; % is scaled to controls: 0 for no effect and ±100 for the full control effect; nearly all actives have a fitted effect of over 60% in size
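Luminescent ATP detection (Kinase-Glo Plus) follows a 60-minute room-temperature incubation, with wells lacking PGK as controls. Buffer: 100 mM TEA (pH 7.6), 5 mM MgCl2, 0.01% Tween-20. Coupling enzyme GAPDH (100 nM final) supplies unstable 1,3-BPG in-well.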
The depositor's hits bear a star; i = inactive; u = inconclusive; x = not tested or not shown; & = joins results of further samples; [ ] = remark or other dose. Unless noted, calls follow the shape of the dose curve; as a rule, active = well fitted curve in the direction sought with a large enough effect; inconclusive = small, poorly fitted or top-dose-only effect, or another doubt; inactive = no such curve, though single readings can be large; an effect the other way counts as inactive or inconclusive.

SMILES	POLK inh	POLI inh	POLB inh	RXFP1 antagonist	Pol eta inh	APE1 inh	BLM helicase inh	Anesthetic bind	Tb PGK inh
CCOC(=O)C(NC(C)=O)(Nc1ccc(S(=O)(=O)Nc2cc(C)on2)cc1)C(F)(F)F (stereo not given)	-3%	9%	23%	0	0%	3%	-1%	-1%	0%
Cc1ccc(-c2nc(NC(=O)CSc3cc(C)c4ccccc4n3)ns2)cc1	-22%&-19%	-10%&19%	8.9µM*	2	u	u	6.3µM*	-4%&7%	5%&-2%
CC(C)(C)OC(=O)N(Cc1ccccc1)Cc1ccccc1OCc1ccc(NC(=O)C2CCC2)cc1	-2%	13%	x	x	-22%	x	x	x	-6%
C[C@H](NC(=O)[C@H]1N2C(=O)c3ccccc3C2SC1(C)C)C(=O)N1CCC[C@H]1CO (stereo not given in full)	-23%	-5%	40%	x	-7%	21%	-12%	-13%	i
O=C(CSc1ncn[nH]1)Nc1ccccc1C(=O)O	-7%	3%	-2%	-6	-14%	3%	0%	-7%	i
Cc1ccc(N/C=C2\C(=O)N(c3ccc(F)cc3F)C(c3cccnc3)S2(=O)=O)cc1 (stereo not given)	-18%	u	36%	-8	-10%	22%	-5%	-6%	i
Cn1c(=NC(=O)c2ccc(F)cc2)sc2cc(Br)ccc21	-6%[60.1 µM]	-13%	u	-4	-7%	x	-2%	10%	0%
Cc1cc(C)cc(-n2c(C)cc(C(=O)C(=O)Nc3ccccc3F)c2C)c1	1%	u	-1%	-19	2%	x	-1%	-11%	-13%
CC(NCC(=O)Nc1ccccc1C(=O)NC1CC1)c1cccc(C(F)(F)F)c1 (stereo not given)	0%	36%[activator]	x	3	-15%	-7%	x	x	8%
NC(=O)C1CC(=O)N(c2ccc(OCC(=O)Nc3ccc(Cl)cc3)cc2)C1 (stereo not given)	-11%	42%[activator]	0%	8	-4%	3%	-3%	3%	-4%
CC(=O)Nc1c(O)nc(SCC(=O)Nc2nnc(SCc3ccccc3)s2)[nH]c1=O	u	25µM*	-24%	-2	35µM*	14%	-8%	u	-15%
CCCn1c(-c2ccc(F)cc2)cnc1SCC(=O)O	4%	-7%	-8%	-1	-12%	-1%	1%	5%	-10%
O=C(NCCC1CCCCN1S(=O)(=O)c1ccc(F)cc1)C(=O)NCc1cccnc1 (stereo not given)	-16%	36%[activator]	x	7	0%	6%	x	x	-2%
Cc1ccc([N+](=O)[O-])cc1S(=O)(=O)Nc1ccc(C(=O)NCC2CCCO2)cc1 (stereo not given)	-11%	u	x	-3	79µM*	41%	x	x	i
CCOC(=O)Nc1sc(C(=O)N(C)C)c(C)c1C(=O)OCC	-7%	1%	29%	2	3%	-1%	-2%	-11%	-1%

Complete entries, looked up by structure:
Record of `CCOC(=O)Nc1sc(C(=O)N(C)C)c(C)c1C(=O)OCC` : POLK inh = -7%; POLI inh = 1%; POLB inh = 29%; RXFP1 antagonist = 2; Pol eta inh = 3%; APE1 inh = -1%; BLM helicase inh = -2%; Anesthetic bind = -11%; Tb PGK inh = -1%
Record of `CC(NCC(=O)Nc1ccccc1C(=O)NC1CC1)c1cccc(C(F)(F)F)c1` (stereo not given) : POLK inh = 0%; POLI inh = 36%[activator]; POLB inh = x; RXFP1 antagonist = 3; Pol eta inh = -15%; APE1 inh = -7%; BLM helicase inh = x; Anesthetic bind = x; Tb PGK inh = 8%

More compounds
SMILES	POLK inh	POLI inh	POLB inh	RXFP1 antagonist	Pol eta inh	APE1 inh	BLM helicase inh	Anesthetic bind	Tb PGK inh
CCOc1ccccc1CNC(=O)CN1C(=O)CSc2ccc(S(=O)(=O)N3CCOCC3)cc21	7%	26%&-10%	1%&7%	7&-7	-8%&-1%	17%	-2%&0%	-8%&-11%	0%&7%
O=C(CN1C(=O)NC2(CCc3ccccc3C2)C1=O)Nc1ccc(Cl)cc1F (stereo not given)	-7%	14%	9%	-26	9%	-3%	2%	-5%	1%
COc1ccc(C(C)=O)cc1COc1ccc(F)cc1	-6%	11%	-11%	6	-6%	-7%	-7%	-21%	-3%
Cc1csc(-c2cccnc2)n1	-9%	21%	9%	-4	-17%	4%	1%	-18%	-2%
CCN(CC)CCn1c(NS(=O)(=O)c2ccc(Cl)cc2)nc2ccccc21	-1%	-22%	0%	2	1%	26%	1%	-6%	x
O=C(CSc1nc2ccccc2o1)c1ccc2c(c1)OCCO2	u	1%	-5%	-8	-17%	-7%	-2%	4%	-1%
CN(C(=O)CN1CCN(c2ccccc2F)CC1)C1CCCc2ccccc21 (stereo not given)	-4%	34%[activator]	-3%	-31	-5%	3%	-4%	-2%	-6%
CC(C)NS(=O)(=O)c1ccc(OCC(=O)NCc2cccnc2)cc1	1%	25%	18%	-2	6%	1%	0%	1%	-5%
CC(C)Cn1c(N)c(C(=O)COC(=O)c2nccnc2N)c(=O)n(C)c1=O	-9%	u	x	5	-6%	-7%	x	x	0%
CCC1(c2ccccc2)SCC(c2ccccc2)=NC1=O (stereo not given)	-1%	3%	x	-62*	-16%	x	x	x	-3%
CC(C)CCNC(=O)c1csc2c1CCCCC2	-7%	89%[activator]	1%	u	-11%	5%	-7%	u	3%
CNC(=O)COc1ccc(Nc2nnc(C)c3ccccc23)cc1	-7%	95%[activator]	-9%	-12	-12%	5%	-1%	-8%	i
CC(=O)N1CCN(CCN2C(C)=CC(=C(C#N)C#N)C=C2C)CC1	-12%	103%[activator]	-1%	-36	9%	-4%	-2%	1%	-2%
CC1CCCN(C(=S)SCC(=O)O)C1 (stereo not given)	-13%	1%	20%	0	-10%	-2%	0%	-12%	5%
CNC(=O)Nc1ccc(Cn2cc(C(F)(F)F)ccc2=O)cc1	5%	50%[activator]	10%	-28	-18%	-5%	-9%	-4%	2%
CC(OC(=O)c1cc(S(=O)(=O)N(C)C)ccc1N1CCCC1)C(=O)NCc1ccccc1 (stereo not given)	-8%	24%	18%	-1	-16%	8%	-1%	5%	-1%
CC(C)c1ccc(NC(=O)Cn2nnc(C(=O)NCCc3ccccc3)c2N)cc1	-29%	79µM*	7.9µM*	8	u	x	-9%	55%[activator]	8%
CCOC(=O)c1cc(-c2ccccc2)sc1NC(=S)Nc1cc(C)ccn1	-1%	16%	-15%	-8	-23%	-3%	-3%	-5%	-7%
CCOc1ccccc1NS(=O)(=O)c1c(C)[nH]c(C)c1C(=O)N1CCCCC1	-5%	39%[activator]	2%	-6	-21%	53%	1%	4%	-1%
Cc1ccc2c(c1)cc1c(=O)n(Cc3ccccc3Cl)nc(C)n12	6%	26%	19%	x	-17%	x	-1%	-5%	7%
CCCCCC(=O)NNC(=S)NC(C)=O	3%	32%[activator]	5%	-11	-16%	6%	2%	-4%	-1%
CC(CNC1CCCCC1)OC(=O)c1ccccc1 (stereo not given)	-8%	2%	x	18	-22%	14%	x	x	6%
O=C(COC(=O)c1ccc(S(=O)(=O)N2CCCC2)cc1)NCc1cccs1	-10%	8%	19%	3	-12%	-4%	-4%	-9%	-2%
O=C(O)CC(Cc1ccc(Br)cc1)C(=O)O (stereo not given)	-12%	-6%	-8%	-2	-1%	0%	-1%	-7%	4%
CSc1cccc(NC(=O)CSc2ncccc2C(=O)Oc2cccc([N+](=O)[O-])c2)c1	-10%	5%	8%	11	-16%	-1%	1%	10%	11%
CN(C)c1cc(NC(=O)CNC(C)(C)CC(C)(C)C)c2ccccc2n1	-8%	23%	0%	u	-18%	-3%	28%	-13%	i
CCOc1c(C)cc(S(=O)(=O)NCc2ccccn2)c(C)c1C	-4%	89%[activator]	54%	6	-7%	-8%	6%	-9%	-15%
CC(=O)Nc1ccc(S(=O)(=O)Nc2cccc(NC(=O)c3ccco3)c2)cc1	2%	-16%	4%	12	-13%	3%	3%	-5%	-8%
Cc1cccc(NC(=O)CN(C)S(=O)(=O)c2cccc3nsnc23)c1C	-3%	13%	8%	8	0%	-3%	3%	-15%	5%
CCOc1ccc(Oc2ccc(S(=O)(=O)N3CCOCC3)cc2NC(=O)C2=COCCO2)cc1	-6%	2%	x	-14	-16%	1%	x	x	-8%
CC(=O)c1ccc(OCc2cc(C(=O)NC(C)Cc3ccccn3)no2)cc1 (stereo not given)	4%	41%[activator]	7%	-4	-7%	35%	0%	6%	-4%
CCN(C(=O)COC(=O)c1cccc(S(=O)(=O)N(C)C)c1)c1c(N)n(Cc2ccccc2)c(=O)[nH]c1=O	-17%	10%	x	-4	-1%	x	x	x	-3%
Cc1c(C(=O)N2CCOCC2)sc2ncnc(N3CCc4ccccc4C3)c12	-7%	26%	23%	3	-6%	-4%	-2%	-16%	i
Cc1ccccc1NC(=O)CN1CCC(C(=O)c2ccc3c(c2)OCCO3)CC1	6%	31%[activator]	-21%	-18	-21%	19%	-3%	-10%	-1%
O=C(NCCCn1ccnc1)c1cc(-c2ccc3c(c2)OCO3)on1	-8%	27%	13%	4	-23%	-3%	-6%	5%	18%
S=C(NCc1ccco1)N1CCN(C(c2ccccc2)c2ccccc2)CC1	-9%	6%	6%	1	-2%	-18%	-10%	3%	-3%
O=C1NNC(c2ccccc2)=N/C1=C\c1ccco1	-41%	u	10µM*	2	u	1%	-10%	5%	-6%
COc1cn(-c2ccccc2)nc1C(=O)Nc1ccccc1	-9%	126%[activator]	28%	-1	-19%	31%	-4%	-16%	-4%
Cc1cccc(N2CCN(C(=O)c3ccc4c(c3)OCCO4)CC2C)c1 (stereo not given)	2%	49%[activator]	-8%	-1	-4%	-2%	-2%	-18%	i
CCN1CCN(C(=O)c2cc(-c3cccnc3)nc3ccc(Br)cc23)CC1	-8%	19%	-10%	13	u	4%	-2%	-11%	-5%
Nc1nc(-c2ccc(Cl)cc2Cl)cn1N	-2%	10%	-2%	-5	6%	-3%	1%	-9%	4%
Cc1cccc(C2CC(c3ccc(F)cc3)Nc3nc(N)nn32)c1 (stereo not given)	-1%	10%	21%	0	-24%	10%	-2%	-3%	i
COc1cccc(/C=N/NC(=O)c2c(-c3ccccc3)noc2C)c1O	-17%	14%	7%	-7	-5%	-4%	-2%	-10%	-2%

Screening data: PubChem, National Center for Advancing Translational Sciences (NCATS)

Some of the compounds tested, so the mix of outcomes need not match the whole.
